Source: PubChem
ANO1 activ: activates or potentiates the mouse TMEM16A chloride channel | Q8BHY3 | HEK293 TMEM16A/YFP-H148Q/I152L, iodide quench fluorescence; active compounds read low | B-score at 10 µM | hit rate 0.3% among 340,000;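 active = fluorescence-ratio B-score plate-corrected deviation score at least 3 library SD below zero, with starting fluorescence score within 5 deviations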;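 note: channel opened by trigger with iodide after compound preincubation; score built on the fluorescence ratio of max minus min over baseline; more negative score means more quench and so TMEM16A activation or potentiation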
Target sequence (Q8BHY3 whole entry, looked up): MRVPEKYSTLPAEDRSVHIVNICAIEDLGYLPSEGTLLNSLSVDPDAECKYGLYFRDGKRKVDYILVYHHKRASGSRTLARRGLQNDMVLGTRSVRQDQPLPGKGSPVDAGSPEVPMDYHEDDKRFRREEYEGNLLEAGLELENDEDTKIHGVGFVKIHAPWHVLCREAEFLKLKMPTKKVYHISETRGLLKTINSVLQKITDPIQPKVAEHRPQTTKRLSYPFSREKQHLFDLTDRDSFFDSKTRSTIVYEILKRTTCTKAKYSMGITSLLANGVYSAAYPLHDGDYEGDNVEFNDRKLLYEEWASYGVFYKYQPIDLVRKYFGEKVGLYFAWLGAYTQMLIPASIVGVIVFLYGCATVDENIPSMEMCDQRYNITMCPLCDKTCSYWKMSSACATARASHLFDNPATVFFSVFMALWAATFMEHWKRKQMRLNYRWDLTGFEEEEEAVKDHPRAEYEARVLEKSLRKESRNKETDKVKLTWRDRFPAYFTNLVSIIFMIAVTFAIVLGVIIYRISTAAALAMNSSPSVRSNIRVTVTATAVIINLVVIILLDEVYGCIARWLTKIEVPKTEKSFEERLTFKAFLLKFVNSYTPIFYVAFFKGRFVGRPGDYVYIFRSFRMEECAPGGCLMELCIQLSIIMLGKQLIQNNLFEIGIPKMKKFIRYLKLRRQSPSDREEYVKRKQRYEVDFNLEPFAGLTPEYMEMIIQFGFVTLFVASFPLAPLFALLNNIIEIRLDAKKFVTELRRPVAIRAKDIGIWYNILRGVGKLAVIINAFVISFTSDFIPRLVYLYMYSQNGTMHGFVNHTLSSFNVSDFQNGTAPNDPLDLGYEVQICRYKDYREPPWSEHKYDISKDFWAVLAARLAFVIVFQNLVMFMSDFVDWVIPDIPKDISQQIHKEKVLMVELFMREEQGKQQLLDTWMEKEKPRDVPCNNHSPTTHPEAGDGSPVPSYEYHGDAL
An asterisk follows results filed as active; i = inactive.

SMILES | ANO1 activ
Cc1ccc(NC(=O)C(C)OC(=O)COc2cccc(C(F)(F)F)c2)cc1 (centres undefined) | i
COc1ccc(S(=O)(=O)N2CCN(C(C)C(=O)Nc3ccc(C(C)C)cc3)CC2)cc1 (centres undefined) | i
O=C(CNS(=O)(=O)c1ccc2c(c1)OCCCO2)N1CCN(Cc2ccccc2)CC1 | i
Cc1ccc(S(=O)(=O)N(C)CC(=O)OCC(=O)NCCc2ccc(S(N)(=O)=O)cc2)cc1 | i
C=C1C(=O)C2=CC1CCC(=O)C1(C)CCC(OC(C)=O)C(C)(C)C1CC2O (centres undefined) | i
Cc1ccc(NC(=O)C2CCN(S(=O)(=O)c3ccc4ccccc4c3)CC2)nc1 | i
O=C(CCNS(=O)(=O)c1ccccc1C(F)(F)F)NCCCc1ccccc1 | i
COc1ccc(C(=O)O)cc1S(=O)(=O)Nc1cc(Cl)ccc1N1CCOCC1 | i
COc1ccc2c(=O)c3c(=O)n(Cc4ccccc4)c(C(C)C)nc3oc2c1 | i
CCN(C(=O)COC(=O)/C=C/c1ccc2c(c1)OCO2)c1c(N)n(Cc2ccccc2)c(=O)[nH]c1=O | i
O=C1ON=C(c2ccccc2[N+](=O)[O-])/C1=C/c1cccc([N+](=O)[O-])c1O | i
Cc1ccnn1-c1ccc(C(=O)OCC(=O)Nc2ccc(F)cc2)cc1 | i
COc1cc2cnc(-c3ccccc3)cc2cc1OC | i
CC1(C)COC(c2cc3c(cc2Br)OCO3)OC1 | i
CC1(C2CC2)NC(=O)N(CC(=O)Nc2ccccc2F)C1=O (centres undefined) | i
CC[C@@]1(c2ccccc2OC)ON(c2ccccc2C(F)(F)F)C1=O | i
COc1cccc(/C=C/C(=O)OCC(=O)NCc2ccc3c(c2)OCO3)c1 | i
Cc1nnc(NC(=O)c2ccc(S(=O)(=O)N3CCCCC3)cc2)s1 | i
CN(Cc1cccc(F)c1)C(=O)CN1C(=O)NC2(CCc3ccccc32)C1=O (centres undefined) | i
Cc1ccccc1NC(=O)C1=CC=CN2CCS(=O)(=O)N=C12 | i
COc1ccccc1NS(=O)(=O)c1ccc(C)c(C(=O)NC2=NCCS2)c1 | i
CCN1CCN(c2nc3ccccc3nc2C(C#N)C(=O)OC2CCCCC2)CC1 (centres undefined) | i
NS(=O)(=O)c1ccc(CCNC(=S)NC(=O)c2ccccc2Br)cc1 | i
Cc1cc(NC(=O)CSCC(=O)OCc2nnc(-c3ccc(F)cc3)o2)no1 | i
Cn1cnc([N+](=O)[O-])c1Sc1nc(N)nc2c1ncn2Cc1ccccc1 | i
CC(C(=O)OCC(=O)Nc1ccc(S(N)(=O)=O)cc1)N1C(=O)c2ccccc2C1=O (centres undefined) | i
CC(=O)c1ccc(OC(=O)Oc2ccc(C(C)=O)cc2)cc1 | i
COc1cc(S(=O)(=O)Nc2ccc3nc(C)sc3c2)ccc1NC(C)=O | i
COc1cc(OC)cc(C(=O)NC(C(=O)NNC(=O)c2ccc(C)cc2)C(C)C)c1 (centres undefined) | i
CC(C)(C)c1nnc2sc(SCC(=O)NCc3ccco3)nn2c1=O | i

Reprinted at random: two compounds from above, in no set order.
SMILES | ANO1 activ
Cc1nnc(NC(=O)c2ccc(S(=O)(=O)N3CCCCC3)cc2)s1 | i
Cc1cc(NC(=O)CSCC(=O)OCc2nnc(-c3ccc(F)cc3)o2)no1 | i

The list continues:
SMILES | ANO1 activ
O=C(OCCn1c(=S)sc2ccccc21)c1ccccc1 | i
CN(C)c1ncnc2c1ncn2CCn1cnc2c(N(C)C)ncnc21 | i
C#CCN1C=C(C(=O)OCC)C(C)NS1(=O)=O (centres undefined) | i
CCOC(=O)C1=C(C)c2ccccc2N(C(=O)OC)C1(C)C(=O)OCC (centres undefined) | i
COc1ccc(CCNC(=O)c2ccc(Cl)c(S(=O)(=O)N3CCCCCC3)c2)cc1 | i
CC(=O)Nc1ccc(C(=O)OCC(=O)N2CCN(C(=O)c3ccco3)CC2)cc1 | i
COCCOC(=O)c1c(C)oc2ccc(O)c(CN3CCC(C)CC3)c12 (tested in a mixture with another compound) | i
NC(=O)c1ccsc1NC(=O)COC(=O)c1cccnc1Cl | i
O=C(CSc1ccccc1)OCC(=O)N1CCN(C(=O)c2ccco2)CC1 | i
Cc1ccc(NS(=O)(=O)c2ccc(C)c(C(=O)Nc3ccc(S(=O)(=O)Nc4onc(C)c4C)cc3)c2)cc1 | i

Three entries already listed, ordered by length of the SMILES, low to high:
SMILES | ANO1 activ
CN(C)c1ncnc2c1ncn2CCn1cnc2c(N(C)C)ncnc21 | i
CC(C)(C)c1nnc2sc(SCC(=O)NCc3ccco3)nn2c1=O | i
NS(=O)(=O)c1ccc(CCNC(=S)NC(=O)c2ccccc2Br)cc1 | i

Continued.
SMILES | ANO1 activ
CC(=O)Nc1cccc(C)c1 | i
CC(NC(=O)C1CCCC1)c1ccccc1 (centres undefined) | i
C=CCn1c(=O)n(C)c2c(=O)n(C)c(=O)n(C)c21 | i
Cn1c(N)c(C(=O)COC(=O)Cc2ccc(Cl)c(Cl)c2)c(=O)n(C)c1=O | i
COc1ccc(S(=O)(=O)N2CCOCC2)cc1NC(=O)CSc1nnc2n1CCCCC2 | i
O=C(CSc1nnc(C2CC2)n1-c1ccccc1)N1CCNC1=O | i
O=C(CN1C(=O)COc2ccc(Cl)cc21)Nc1nccs1 | i
O=S(=O)(c1ccc2ccccc2c1)N1CCN(S(=O)(=O)c2c(F)cccc2F)CC1 | i
CC1CC(C)(C)CC2(C1)NC(=O)N(CC(=O)OCc1ccc(Br)cc1)C2=O (centres undefined) | i
Nc1ccccc1N=c1ssnc1Cl | i
Cc1ccc2nc(SCC(=O)NC3CCS(=O)(=O)C3)[nH]c2c1 (centres undefined) | i
CSC(=Nc1ccccc1)N=C(SCc1ccccc1)N(C)C | -13*
O=C(CN1CCN(S(=O)(=O)c2cc(C(F)(F)F)ccc2Cl)CC1)N1CCc2ccccc2C1 | i
Cc1ccc(C(=O)Nc2nc(-c3ccco3)c(-c3ccco3)s2)o1 | i
CC(OC(=O)c1cnc(Cl)c(Cl)c1)C(=O)NCc1ccccc1 (centres undefined) | i
CC(C)(C)OC(=O)[C@H](Cc1ccccc1)NC(=O)c1nc[nH]c1C(=O)N1CCNCC1 | i
COc1ccc(NC(=O)CN(c2ccccc2OC)S(=O)(=O)c2cccs2)cc1Cl | i
Cc1cc(-c2ccc([N+](=O)[O-])cc2)cc(C)n1 | i
CC(OC(=O)c1ccc2c(c1)NC(=O)CS2)C(=O)c1ccc(F)cc1 (centres undefined) | i
Cc1ccc(S(=O)(=O)N2CCOCC2)cc1NC(=O)CSc1nnnn1C1CCCC1 | i
Cn1c(=O)c2c(ncn2CC(=O)OCC(=O)Nc2cc(Cl)ccc2C#N)n(C)c1=O | i
CC(OC(=O)C12CCC(=O)N1c1ccccc1S2)C(=O)Nc1cccc(Cl)c1 (centres undefined) | i
Cc1ccc(S(=O)(=O)N2CCN(C(=O)Cn3c(=O)oc4ccccc43)CC2)c(C)c1 | i
COc1ccc(CCNCc2ccc(-c3ccccc3)cc2)cc1OC | i
COC(=O)C(Cc1c[nH]c2ccccc12)NC(=O)c1ccc2nc[nH]c2c1 (centres undefined) | i
COCc1c(C(=O)Nc2ccc3nc(N4CCOCC4)sc3c2)oc2ccccc12 | i
COC(=O)c1cc(C(=O)OCC(=O)NC(=O)NCc2ccccc2)cc([N+](=O)[O-])c1 | i
COc1cccc(C2=CC(=O)C[C@H](c3ccc(Cl)cc3)C2)c1 | i
COc1ccc(SCCN2CC[C@@H](NC(=O)OCc3ccccc3)CCC2=O)cc1 | i
CN1C[C@@H]2[C@@H]3C(=O)N(Cc4ccccc4)C(=O)[C@@H]3[C@](C)(C1=O)N2C(=O)c1ccc(F)cc1 | i
CCN1C(=O)[C@H]2[C@@H](c3ccc(C)cc3)N3C(=O)N(c4cccc(Br)c4)C(=O)[C@@]3(C)[C@H]2C1=O | i
Cc1cccc(OCCCC(=O)NNC(=O)c2cccc(N(C)C)c2)c1 | i
O=C1N[C@@H](c2ccccc2)COC(=O)[C@H](Cc2ccc(F)cc2)C/C=C\C[C@@H]1CC(=O)N(CCO)Cc1ccccc1 | i
COc1cc(C#Cc2c(-c3cncn3C)n(C)c3ccc(-c4cc(OC)c(OC)c(OC)c4)cc23)cc(OC)c1 | i
C=C(C(=O)Oc1c(C(C)(C)C)cccc1C(C)(C)C)c1ccccc1 | i
Cn1c(N)cc(=O)n(C)c1=S | i
COc1cc(OC)c2c(-c3cccc(-c4ccc(C#N)cc4)c3)cc(=O)oc2c1 | i
O=C(CN1C(=O)CSc2ccc(S(=O)(=O)N3CCCCCC3)cc21)NCCc1ccccc1 | i
CCN(CC)S(=O)(=O)c1ccc(N2CCN(C)CC2)c(NC(=O)CN2C(=O)NC3(CCCCC3)C2=O)c1 | i
CC(C)(C)N(Cc1ccccc1)C(=O)COC(=O)c1ccc(N2CCCC2=O)cc1 | i
O=C1CCC[C@@H]2C[C@@]3(C[C@@H]4CCN1[C@H]24)Nc1cc(Cl)c(Cl)cc1NC3=NCc1ccccc1 | i
CCc1cccc(-n2c(SCC(=O)c3c(N)n(C4CC4)c(=O)[nH]c3=O)nnc2N2CCOCC2)c1 | i
CN(C)c1ccc(C=C2SC(=S)NC2=O)cc1 | i
COC(=O)C(CCC(C(=O)OC)N1C(=O)c2ccccc2C1=O)N1C(=O)c2ccccc2C1=O (centres undefined) | i
N#Cc1ccccc1NC(=O)CSc1n[nH]c(=O)n1C1CC1 | i
CC1Cc2ccccc2N1C(=O)CN(C)CC(=O)Nc1ccc(OC(F)(F)F)cc1 (centres undefined) | i
Cc1cc(-c2ccccc2)cc(C)n1 | i
Cc1cc(=O)c2c([nH]1)c(C)cc1[nH]c(C)c(C)c12 | i
Cc1ccc(S(=O)(=O)Nc2ccc3ccccc3c2)cc1 | i
CCOc1ccc(NC(=O)CNc2cccc(S(=O)(=O)N3CCCCCC3)c2)cc1OCC | i

Entries listed so far containing an NH in an aromatic ring (7):
SMILES | ANO1 activ
CCN(C(=O)COC(=O)/C=C/c1ccc2c(c1)OCO2)c1c(N)n(Cc2ccccc2)c(=O)[nH]c1=O | i
Cc1ccc2nc(SCC(=O)NC3CCS(=O)(=O)C3)[nH]c2c1 (centres undefined) | i
CC(C)(C)OC(=O)[C@H](Cc1ccccc1)NC(=O)c1nc[nH]c1C(=O)N1CCNCC1 | i
COC(=O)C(Cc1c[nH]c2ccccc12)NC(=O)c1ccc2nc[nH]c2c1 (centres undefined) | i
CCc1cccc(-n2c(SCC(=O)c3c(N)n(C4CC4)c(=O)[nH]c3=O)nnc2N2CCOCC2)c1 | i
N#Cc1ccccc1NC(=O)CSc1n[nH]c(=O)n1C1CC1 | i
Cc1cc(=O)c2c([nH]1)c(C)cc1[nH]c(C)c(C)c12 | i

Further structures:
SMILES | ANO1 activ
O=C(Nc1cccc(Cl)c1)c1ccc2c(c1)SC1=NS(=O)(=O)CCN12 | i
O=C(N1CCN(S(=O)(=O)c2ccc(Cl)cc2)CC1)n1ccnc1 | i
O=C(c1cc(S(=O)(=O)N2CCOCC2)c(Cl)cc1Cl)N1CCCC1 | i
N#Cc1ccccc1OCC(=O)OCC(=O)NCc1ccc2c(c1)OCO2 | i
O=C(O)c1cc2c(cc1NC(=O)C1CCCC1)OCCO2 | i
CC(c1ccc(F)cc1)n1cc(S(=O)(=O)N2CCCC2)ccc1=O (centres undefined) | i
Cc1cccc(NC(=O)c2ccc(OCc3c(C)noc3C)cc2)c1 | i
COc1ccc(CN(C)C(=O)COC(=O)c2cc([N+](=O)[O-])ccc2N2CCCC2)c(OC)c1OC | i
CCN(CC(=O)NNC(=O)c1ccccc1)Cc1ccc(OC)c(F)c1 | i
Cn1cnnc1SCC(=O)NNC(=O)c1ccc([N+](=O)[O-])cc1 | i
CC(C)(C)OC(=O)C[C@@H]1C/C=C\C[C@H](CC(=O)N(CCO)Cc2ccccc2)C(=O)NC[C@H](c2ccccc2)OC1=O | i
O=C(NC1=NCCS1)c1cccc(S(=O)(=O)N2CCOCC2)c1 | i
Cc1ccc(NC(=O)COC(=O)c2c[nH]c3ccccc23)cc1C | i
CCOC(=O)C1=CN2CCCC[C@@H]2CC1=O | i
Cc1cc(C)cc(N(CCC#N)C(=O)CSc2ncnc3sccc23)c1 | i
CC(=O)c1c(C)[nH]c(C(=O)OCC(=O)N2CCCC2=O)c1C | i
CCOc1ccc(NC(=O)CN(C)C(=O)C2COc3ccccc3O2)cc1OCC (centres undefined) | i
CCN1CCN(c2oc(-c3ccccc3)nc2S(=O)(=O)c2ccc(C)cc2)CC1 | i
CCC(C(=O)NC1CCCC1)n1c2ccccc2c2nc(=O)cc(C)n21 (centres undefined) | i
O=[N+]([O-])c1cc2ccccc2nc1-c1ccccc1 | i
CCN(C(=O)CSc1nccc(=O)[nH]1)c1cccc2ccccc12 | i
CC(C)c1nc2oc3c(N4CCN(C)CC4)ncnc3c2c2c1CCC2 | i
COc1ccc(C(=O)N[C@H](C(=O)NC2CCCCC2)C(C)C)cc1 | i
CNc1ccc(N=Nc2cccc3ncccc23)cc1 | i
N#Cc1ccccc1S(=O)(=O)N1CCN(C(=O)C2CCCCC2)CC1 | i
Cc1nn(C2CCS(=O)(=O)C2)c2nc(C3CC3)cc(C(=O)Nc3cccc(C#N)c3)c12 (centres undefined) | i
C=CCOc1ccc2c(c1)CCC1C2CCC2(C)C(O)C(O)CC12 (centres undefined) | i
CCN1CCC(O)(C(C(=O)O)c2ccccc2)CC1 (centres undefined) | i
CC1CCCCC12NC(=O)N(CC(=O)N(C)Cc1nc3ccccc3c(=O)[nH]1)C2=O (centres undefined) | i
CCN(CC(=O)Nc1ccc(Br)cc1)CC(=O)Nc1cc(C)on1 | i
O=C(CSc1ccc2c(c1)OCCO2)N1CCN(c2ccccc2O)CC1 | i
N#CC(c1ccc(O)cc1)N1CCN(C(C#N)c2ccc(O)cc2)CC1 (centres undefined) | i
O=C(C[C@H]1C/C=C\C[C@H](Cc2ccc(F)cc2)C(=O)OC[C@@H]2CCCN2C1=O)N[C@H](CO)Cc1ccccc1 | i

An excerpt, so the mix of outcomes need not match the whole.
